A350 autofl – compounds fluorescent in Alexa 350 spectral region; Compound autofluorescence, 340/450 nm, Alexa 350 dye-equivalents; stronger effect = higher value; max dye-equivalent concentration, M; 59,000 tested, 11% active; in the data active means max dye-equivalent concentration above about 10 nM; inconclusive means mostly about 1.1 nM to 9.6 nM
Hsp90 Hop PPI – changes Hsp90-Hop TPR2A binding signal, up or down; Potency, µM (titrated, usually from 57 µM), for inactives: top-dose activity change, negative = inhibition; AlphaScreen TPR2A-His6 binding biotin-Hsp90 C-terminal peptide; 71,000 tested, 0.44% active; active means well fitted curve in either direction with a large enough effect; inconclusive means small, poorly fitted or top-dose-only effect, or another doubt; further: potency means the concentration at half of the fitted maximal effect; on the % scale 0 is the no-effect control and ±100 the full control effect; many of its hits are not listed in these tables
GFP derepression – epigenetic GFP locus derepression in mouse cells; mouse C127i GFP locus derepression, cytometry, 30 h; 68,000 tested, 0.09% active; Potency, µM (top dose mostly 46.1 µM), inactives show at the highest dose GFP derepression (activation); further: % of control where 0% means no effect
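Read-out is the number of GFP-positive cells, scored as fluorescent objects 20 to 120 um wide, reflecting derepression of a silenced CMV-GFP reporter in murine C127i cells after 30 h compound exposure at 37 C.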
CRE-bla Fsk – alters forskolin-stimulated CRE reporter signaling in CHO cells. 71,000 tested, 2.5% active. CHO CRE-bla reporter (cAMP response element driving beta-lactamase), forskolin EC10, beta-lactamase ratio. AID 662. Potency, µM (titrated, usually from 38.2 µM), for the others: at the top dose activity change, negative = inhibition, usual class: activators; active means well fitted activation curve with a large enough effect in the signal ratio, with a control signal flat, not every such curve was filed as active; inconclusive means small, poorly fitted or top-dose-only effect, or effect the other way, or a change in a side signal; the % refers to the signal ratio; further: potency means the concentration at half of the fitted maximal effect; % of control where 0% means no effect
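Beta-lactamase reporter under a cAMP responsive element in CHO cells; compounds tested in titration series against EC10 NKH 477, 3 h at 37 °C. Read-out: CCF4 FRET ratio 460nm/530nm (excitation 405nm) giving %Activity, fitted to AC50.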
HBB splice mod – alters splicing of the hemoglobin beta chain; HBB splicing reporter cell assay, activation; EGFP reporter with mutant IVS2-654 intron; response scale: normalised to 500 nM splice-correcting PNA; Potency, µM (top dose mostly 46.1 µM), inactives show at the top dose activation, actives largely listed as activators; 65,000 tested, 0.06% active; further: potency means the concentration at half of the fitted maximal effect; 0% is about no effect
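HeLa cells stably expressing EGFP interrupted by mutant beta-globin intron 2 (IVS2-654), 500/well in 2% FCS. Treated with compound for 2 days at 37C. Splicing correction scored as total well GFP intensity (488 nm excitation, 500-520 nm emission); 500 nM antisense PNA served as control.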
4MU fluor – 4-MU region autofluorescence; max dye-equivalent concentration, M; compound autofluorescence, 340/450 nm, 4-MU equivalents; stronger effect = higher value; 59,000 tested, 11% active; in the data active means max dye-equivalent concentration above about 10 nM; inconclusive means mostly about 1.1 nM to 9.6 nM
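Intrinsic fluorescence at 340/450 nm (ex/em) was read after 15 min at room temperature in pH 8.0, 100 mM Tris. Each compound concentration expressed as 4-MU-equivalent concentration from a six-point 4-MU standard series on each plate.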
UbGFP stabilizer – inhibits proteasome, raising ubiquitin-GFP reporter fluorescence; Ubiquitin-GFP reporter cells, proteasome inhibition, GFP fluorescence; response scale: untreated = 0%, 10 µM MG-132 = 100%; Potency, µM (series often up to 45.9 µM), inactives show top-dose activation (GFP accumulation), usual class: activators; 67,000 tested, under 10 active; active means well fitted activation curve with a large enough effect, not every such curve was filed as active; inconclusive means small, poorly fitted or top-dose-only effect, or another doubt; inactive means no such curve, though single readings can be large or run the other way; further: potency means the concentration at half of the fitted maximal effect
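GFP accumulation read-out: laser plate cytometry counting ubiquitin(G76V)-GFP-expressing U2OS cells after 4 hr compound exposure at 37 °C. Titrations spanned 46 uM to 2.9 nM; 0% = basal, 100% = 10 uM MG-132; concentration-response curves fitted.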
BRCT PPI green – BRCA1 BRCT-phosphoprotein interaction inhibition; Potency, µM (titrated, usually from 76.9 µM), for the others: at the top dose activity change, negative = inhibition, most hits filed as inhibitors; BRCA1 BRCT-phosphopeptide binding, green fluorescence polarization; 75,000 tested, 0.05% active;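 further: potency means the concentration at half of the fitted maximal effect; plate controls were peptide without protein for full effect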
Target sequence (P38398 whole entry, looked up): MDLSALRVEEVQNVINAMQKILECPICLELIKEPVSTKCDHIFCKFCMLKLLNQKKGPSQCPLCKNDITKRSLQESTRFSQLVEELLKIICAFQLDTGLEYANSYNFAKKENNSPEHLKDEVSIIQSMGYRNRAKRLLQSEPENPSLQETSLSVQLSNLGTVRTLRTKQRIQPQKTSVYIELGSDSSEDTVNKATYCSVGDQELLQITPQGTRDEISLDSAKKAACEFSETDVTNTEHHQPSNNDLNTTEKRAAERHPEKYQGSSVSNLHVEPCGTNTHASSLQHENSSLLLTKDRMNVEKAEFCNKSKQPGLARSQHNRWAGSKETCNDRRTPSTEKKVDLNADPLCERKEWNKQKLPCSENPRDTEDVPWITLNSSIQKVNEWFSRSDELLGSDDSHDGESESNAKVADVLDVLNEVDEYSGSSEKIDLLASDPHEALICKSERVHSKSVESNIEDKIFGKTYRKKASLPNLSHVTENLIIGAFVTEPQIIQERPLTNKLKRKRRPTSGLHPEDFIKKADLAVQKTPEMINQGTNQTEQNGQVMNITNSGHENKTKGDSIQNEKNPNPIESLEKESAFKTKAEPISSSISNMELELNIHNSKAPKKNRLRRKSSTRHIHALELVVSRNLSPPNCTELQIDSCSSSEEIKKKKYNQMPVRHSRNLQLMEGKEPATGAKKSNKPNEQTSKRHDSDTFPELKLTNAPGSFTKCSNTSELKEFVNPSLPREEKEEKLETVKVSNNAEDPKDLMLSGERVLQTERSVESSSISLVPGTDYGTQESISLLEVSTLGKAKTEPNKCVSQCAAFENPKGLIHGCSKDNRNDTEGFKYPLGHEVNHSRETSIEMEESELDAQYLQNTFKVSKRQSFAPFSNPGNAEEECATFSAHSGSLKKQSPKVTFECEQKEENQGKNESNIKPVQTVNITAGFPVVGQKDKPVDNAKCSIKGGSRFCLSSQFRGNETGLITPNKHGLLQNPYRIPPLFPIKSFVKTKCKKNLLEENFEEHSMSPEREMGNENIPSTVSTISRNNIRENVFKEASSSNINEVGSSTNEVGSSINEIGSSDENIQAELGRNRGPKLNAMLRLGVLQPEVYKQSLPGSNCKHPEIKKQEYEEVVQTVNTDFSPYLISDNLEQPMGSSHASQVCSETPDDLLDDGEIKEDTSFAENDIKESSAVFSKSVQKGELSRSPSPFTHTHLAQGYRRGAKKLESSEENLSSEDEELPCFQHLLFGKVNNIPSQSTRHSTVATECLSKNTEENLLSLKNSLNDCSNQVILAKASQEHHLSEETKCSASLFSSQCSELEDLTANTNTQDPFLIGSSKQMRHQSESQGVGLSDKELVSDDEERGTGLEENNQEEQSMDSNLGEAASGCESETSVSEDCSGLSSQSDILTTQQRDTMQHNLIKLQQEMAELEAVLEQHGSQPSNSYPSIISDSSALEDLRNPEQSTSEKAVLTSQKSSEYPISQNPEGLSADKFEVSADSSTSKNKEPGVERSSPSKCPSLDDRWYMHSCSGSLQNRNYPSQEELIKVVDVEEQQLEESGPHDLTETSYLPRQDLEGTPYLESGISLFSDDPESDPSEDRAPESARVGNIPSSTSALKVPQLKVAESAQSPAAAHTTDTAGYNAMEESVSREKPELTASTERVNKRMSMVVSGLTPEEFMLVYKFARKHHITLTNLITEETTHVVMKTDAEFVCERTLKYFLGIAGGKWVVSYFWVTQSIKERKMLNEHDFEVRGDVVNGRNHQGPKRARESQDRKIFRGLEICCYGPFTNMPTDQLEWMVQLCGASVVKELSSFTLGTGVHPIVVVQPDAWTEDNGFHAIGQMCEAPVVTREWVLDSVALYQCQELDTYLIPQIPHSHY
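Compounds were incubated for 12 min at room temperature with a complex of 100 nM fluorescein-tagged pBACH1 decapeptide and 250 nM His-tagged BRCT protein. Buffer was phosphate pH 7.3 with EDTA, DTT and Tween 20. Disruption of binding lowers the polarization signal.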
Pol III holo inh – inhibitors of bacterial DNA polymerase III holoenzyme; reconstituted DNA polymerase III holoenzyme replication, biochemical; Potency, µM (doses to about 57.1 µM), for inactives: at the highest dose activity change, negative = inhibition; 71,000 tested, 0.25% active; AID 603; further: potency means the concentration at half of the fitted maximal effect; on the % scale 0 is the no-effect control and ±100 the full control effect
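Reconstituted *E. coli* holoenzyme (0.35 nM Pol III, 1 nM beta, 154 nM SSB, 2 nM primase) was preincubated with compound for 15 min at RT. Synthesis on 1.4 nM ssM13Gori ran 35 min, then was stopped with PicoGreen/EDTA and read as dsDNA fluorescence.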
BRCT inh red – inhibitors of human BRCA1 BRCT-phosphoprotein interaction (red fluorophore); P38398; AID 892; BRCT-phosphopeptide binding, red fluorescence polarization; Potency, µM (top dose mostly 76.9 µM), without a hit: at the top dose activity change, negative = inhibition, most hits filed as inhibitors; 75,000 tested, 0.03% active; further: on the % scale 0 is the no-effect control and ±100 the full control effect
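Fluorescence polarization: 100 nM His-tagged BRCA1 BRCT with 100 nM TAMRA-labelled phospho-BACH1 decapeptide, phosphate buffer pH 7.3 with 150 mM NaCl, DTT, 0.01% Tween 20; 12 min RT. Binding inhibition seen as FP decrease.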
ALOX15 inhib – inhibitors of human 15-lipoxygenase (ALOX15); AID 887; 74,000 tested, 1.4% active; Potency, µM (titrated, usually from 57.1 µM), inactives show top-dose activity change, negative = inhibition, actives largely listed as inhibitors; purified 15hLO-1, xylenol orange hydroperoxide absorbance; further: potency means the concentration at half of the fitted maximal effect; on the % scale 0 is the no-effect control and ±100 the full control effect; nearly all actives have a fitted effect of over 55% in size
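Hydroperoxide formed from arachidonic acid (50 uM) by purified human 15hLO-1 (40 nM) oxidizes ferrous iron, and the ferric-xylenol orange complex is read at 573 versus 405 nm. Compounds were preincubated 15 min; reaction ran 6 min at room temperature.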
Active calls of the source: *; i = inactive; u = inconclusive; x = not tested or not shown; & = joins results of further samples; [ ] = another dose, or the depositor's remark. Unless noted, the call rests on the fitted dose curve; in most records, active means well fitted curve in the direction sought with a large enough effect; inconclusive means small, poorly fitted or top-dose-only effect, or another doubt; inactive means no such curve, though single readings can be large; an effect the other way counts as inactive or inconclusive.

SMILES	A350 autofl	Hsp90 Hop PPI	GFP derepression	CRE-bla Fsk	HBB splice mod	4MU fluor	UbGFP stabilizer	BRCT PPI green	Pol III holo inh	BRCT inh red	ALOX15 inhib
COc1ccc(OC)c(NC(=O)CSc2nnc(-c3ccco3)n2-c2ccccc2)c1	i	-13.3%	1.6%	2.51µM*	2.3%	i	-0.2%	-1.4%	-2.8%	-0.9%	-8.6%
O=C(CNS(=O)(=O)c1ccc(Br)s1)NCc1ccc2c(c1)OCO2	i	2.8%	0.0%	u	-2.2%	i	-9.9%	-0.5%	-0.9%	0.0%	2.1%
Cc1cc(NC(=O)CSc2nc3c([nH]c4ccccc43)c(=O)n2-c2cccc(C(F)(F)F)c2)no1	1.2e-08M*	-1.5%	-2.0%	2µM*	-0.7%	1.23e-08M*	2.0%	-2.0%	-7.8%	0.2%	-18.0%
COc1cc2oc(-c3ccccc3)cc(=O)c2cc1O	i	-3.1%	-4.7%[9.22 µM]	u	x	i	-1.3%	-1.7%	-4.6%	-0.6%	6.5%[25.6 µM]
NCCNCCNCCN	x	6.31µM*	x	1.6%	0.4%	x	x	-2.3%	2.4%	-2.4%	45.5%[activator]
Cc1ccnc(NC(=O)CCC(=O)N(CC(=O)NC2CCCCC2)c2ccc3c(c2)OCO3)c1	u	-2.8%	3.6%	-4.9%	-0.8%	i	-1.8%	-2.4%	-1.9%	-0.4%	3.0%
Cc1ccc(C2=CSC3=NCCN23)c(C)c1	i	-10.0%	5.7%	u	-2.1%	i	3.6%	1.4%	2.1%	1.6%	u
CC(C)c1nnc(NC(=O)Cn2nc(-c3ccc4c(c3)OCCO4)ccc2=O)s1	3.77e-08M*	-2.6%	0.1%	2.2%	x	4.28e-08M*	-2.6%	1.6%	-8.7%	0.4%	7.3%
CCOCCCNC(=O)N[C@@H](C)C(=O)OC	i	-4.3%	0.0%	-2.7%	-1.5%[57.5 µM]	i	0.0%	-0.5%	0.2%	-0.5%	5.4%
C[C@@H](C(=O)NCCF)[C@H]1C[C@]1(C)[C@H](NC(=O)OCc1ccccc1)c1ccccc1	x	-6.7%	x	-16.2%	1.8%	x	x	-1.5%	-7.9%	-3.9%	x
C[N+]1(NCC[N@@+]2(C)CCc3ccccc3C2)CCCCC1	i	2.3%[11 µM]	0.0%[9.22 µM]	5.2%[7.6 µM]	1.5%[9.22 µM]	i	1.4%[9.17 µM]	-0.7%[15.4 µM]	-2.9%[11.4 µM]	-2.0%[15.4 µM]	5.4%[11.4 µM]
O=C1Nc2ccccc2C(O)(C(=O)NCc2ccco2)N1c1ccccc1 (configuration not stated)	i	-0.7%	1.8%	-5.0%	0.4%	i	7.4%	-1.3%	2.2%	1.2%	0.8%
CCCS(=O)(=O)N1CCC(C(=O)NCCCOC(C)C)CC1	i	-9.3%	2.1%	0.7%	1.9%	i	5.8%	-4.8%	5.7%	-0.5%	14.2%
COc1ccc(N2CCN(C(=O)CSc3nnc(C)c(=O)[nH]3)CC2)cc1	2.05e-08M*	-2.9%	1.2%	-11.1%	-1.5%	1.93e-08M*	-0.7%	-1.6%	-7.5%	-1.0%	-4.1%
CCn1c(CCNC(=O)c2ccc(OC)c(OC)c2)nc2ccccc21	i	0.7%	-1.2%	12.6µM*	0.6%	i	-4.4%	-1.5%	-0.3%	-0.1%	-1.7%
COc1ccc(CNC2CCCCC2)cc1	i	-7.0%	2.9%	u	0.2%	i	6.6%	0.1%	1.0%	1.3%	3.1%
S=C(c1cccs1)N1CCCC1	i	-4.8%	2.3%	-6.6%	-0.6%	i	-5.6%	-4.4%	-2.6%	-1.5%	11.4%
O=c1c(-c2ccccc2)nc2cncnc2n1Cc1ccccc1	i	2.7%	-0.4%[9.22 µM]	u	3.7%	i	-4.0%	2.1%	-5.9%	-1.8%	-2.5%
OCCSc1c(F)c(SCCO)c(SCCO)c(F)c1SCCO	u	-8.3%	0.0%	-4.5%	2.5%	i	-4.6%	-1.2%	-0.9%	-1.7%	-13.7%
CC(C)OC(=O)CSc1nnc(-c2ccc(C(C)(C)C)cc2)n1N	i	-6.2%	0.0%	-2.8%	-1.1%	i	-1.0%	-0.3%	-3.7%	1.5%	4.2%
COc1ccccc1C1SCCN1S(=O)(=O)c1cccc(C(F)(F)F)c1 (configuration not stated)	i	u	-2.7%	-3.2%	x	i	-1.9%	1.3%	-5.4%	-0.6%	-10.4%
C[C@@](N)(Cc1ccc(O)cc1)C(=O)O	i	u	-1.2%&0.0%	-7.7%&-5.1%	1.3%&1.6%	i	9.2%&-4.9%	0.0%&1.7%&-2.8%	-4.9%&-4.1%	1.1%&-1.9%&0.9%	-0.1%&42.2%&4.2%
O=C(O)c1cc(O)c(O)c(O)c1	x	-2.0%	x	9.9%	-0.8%	x	x	1.9%	3.3%	2.1%	-15.1%
CC(C)c1ccc(S(=O)(=O)N2CCN(CC(=O)Nc3ccc4c(c3)OCO4)CC2)cc1	i	-5.8%	6.3%	u	1.9%	i	-8.3%	0.7%	1.8%	-5.1%	-9.2%
O=C(c1cc2nc(-c3ccc(F)cc3)cc(C(F)(F)F)n2n1)N1CCOCC1	x	-1.7%	4.4%	15.1%	7.6%	x	-3.1%	-0.4%	-4.5%	0.9%	7.3%

Next part.
SMILES	A350 autofl	Hsp90 Hop PPI	GFP derepression	CRE-bla Fsk	HBB splice mod	4MU fluor	UbGFP stabilizer	BRCT PPI green	Pol III holo inh	BRCT inh red	ALOX15 inhib
Cc1nn(C)c(C)c1S(=O)(=O)NC1CCCC1	i	1.7%	1.2%	u	-0.2%	u	3.1%	-1.1%	-3.2%	1.0%	4.7%
COc1ccc(NC(=O)COc2nc(N(C)C)nc(N(C)C)n2)cc1	i	0.3%	-2.7%	u	0.3%	i	1.7%	-0.9%	-4.7%	1.9%	7.6%
NC(=O)CN1C(=O)C(O)(CC(=O)c2ccccc2O)c2ccccc21 (configuration not stated)	x	-1.4%	-5.5%	-6.1%	-0.2%	x	3.1%	0.1%	-3.8%	0.5%	9.7%
O=C(c1cnccn1)N1CCC[C@@]2(CCN(c3cccc(-c4ccccc4)c3)C2)C1	i	u	-0.2%[9.22 µM]	4.2%	0.3%	i	-10.2%	2.8%	-2.8%	1.2%	-27.6%
CN1CCN(CC(=O)N2c3ccccc3C(C)(c3ccccc3)CC2(C)C)CC1 (configuration not stated)	x	-5.3%	-3.7%	-8.8%	-0.7%	x	-13.0%	-1.0%	0.4%	-1.0%	-0.3%
Cc1cc(C)c2cc(CN(CCO)C(c3nnnn3Cc3ccc(F)cc3)C(C)C)c(=O)[nH]c2c1 (configuration not stated)	1.12e-08M*	0.1%	-1.5%	5.2%	x	1.19e-08M*	1.8%	0.9%	-6.0%	-2.0%	u
COc1ccc(C(=O)N2CCC3(CCCN(c4cccc(-c5ccccc5)c4)C3)CC2)cc1	i	-29.0%	-2.3%[9.22 µM]	-3.1%	u	i	-4.6%	10.9%	8.4%	0.9%	-15.8%
CN(C)S(=O)(=O)N1CCN(c2cccc(Cl)c2)CC1	x	2.2%	-2.2%	-3.4%	5.4%	x	-9.5%	0.5%	3.4%	-0.8%	-3.6%
Cc1cccc(OCCC(=O)OCC(=O)N2CCc3ccccc32)c1	i	12.5%	2.2%	-3.7%	-2.0%	i	-17.5%	-0.2%	-6.1%	-0.6%	-8.9%
COc1ccc2c(c1)c(C(=O)CN1CCC3(CC1)OCCO3)c(C)n2C	i	u	0.0%	u	-1.1%[57.5 µM]	i	0.9%	1.7%	2.0%	1.0%	-3.6%
Cc1ccccc1-c1nc(Cc2ccc(Cl)cc2)no1	i	u	-1.7%	-5.1%	0.7%	i	5.2%	2.5%	-6.2%	-0.7%	-9.3%
O=C(NC1CC1)c1ccc(COc2ccc(F)cc2)o1	u	-8.8%	-1.2%	u	2.4%	u	4.3%	-1.2%	-3.8%	-0.7%	2.0%
c1ccc(OCc2nc3ccccc3s2)cc1	u	11.3%	3.2%	-1.7%	-1.5%	i	7.5%	-0.7%	-1.7%	0.5%	1.7%
CCCCOC(=O)Cn1cnc2ccc(Br)cc2c1=O	i	-2.9%	1.8%	11.1%	-0.3%	i	-7.4%	-0.2%	-4.9%	0.8%	-0.3%
Cc1ccn2cc(CNS(=O)(=O)c3ccc(Cl)s3)nc2c1	x	-7.4%	x	u	-1.2%	x	-0.1%	1.2%	0.8%	0.4%	11.3%
Cc1oc(C(=O)O)cc1CSCc1ccoc1C(=O)O	x	-0.6%	2.2%	-7.6%	-0.6%[9.22 µM]	x	0.0%	-2.0%	-9.5%	-1.0%	-8.6%

Screening results as filed in PubChem.
